# SKN-1 inh: suppressors of acrylamide-induced Pgst-4::GFP reporter in worms, primary screen, SKN-1 inhibitor project, whole organism, uHTS, GFP/RFP fluorescence ratio, strain VP596 | 0.49% of 360,000 active | inhibition, % at 21.8 µM | C. elegans VP596 Pgst-4::GFP/RFP ratio, 24 h;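 active = interference check ratio from 0.5 to 1.5 plus GFP to RFP signal ratio inhibition reaching or exceeding a fixed threshold, cut at about 30% in these data, passing the limit was not always enough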; note: some compounds called inactive have numbers as strong as hits
# Neddylation inh: inhibitors of cullin neddylation, primary screen, biochemical, TR-FRET, uHTS, NAE and Ubc12; calls only at 25 µM; 0.58% of 360,000 active; AID 651699, 2012; in the data active = inhibition above about 36%
# DNMT1 block: human DNMT1 methyltransferase inhibitors, primary screen, biochemical, molecular beacon, fluorescence, HinP1I cleavage, uHTS; DNA (cytosine-5)-methyltransferase 1 (Homo sapiens), P26358; inhibition (reported as % activation of signal), % at 10 µM; 0.83% of 360,000 active; AID 588458, 2011; in the data active = inhibition above about 50%
# NadD block: inhibitors of S. aureus NadD, primary screen, biochemical, colorimetric, uHTS; Nicotinate-nucleotide adenylyltransferase NadD (Staphylococcus aureus N315); purified NadD enzyme, colorimetric absorbance read-out; inhibition, % at 20 µM; 0.78% of 360,000 active; AID 602399, 2012; in the data active = inhibition above about 26%; note: some compounds past the cut are filed as inactive
# Tb MetRS inh: T. brucei MetRS inhibitors, primary screen, biochemical, luminescence. methionyl-tRNA synthetase (Trypanosoma brucei brucei). purified T. brucei MetRS, ATP depletion, Kinase-Glo luminescence. inhibition, % at 11.9 µM. 0.4% of 360,000 active;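 active = inhibition above a per-plate cutoff of the control wells' mean inhibition plus 3 SD, cut at about 5.5% in these data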;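 note: 0% = DMSO wells median and 100% = median of wells with control inhibitor compound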
#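 Measured by: Kinase-Glo luciferase luminescence reporting remaining unconsumed ATP. Material: purified T. brucei MetRS enzyme. Doses: 11.9 µM compound single dose, 0.9% DMSO. Medium: HEPES buffer containing pyrophosphatase, BSA, spermine, DTT. Times: 15 min preincubation, 2 h reaction, all 25 °C. Reagent: methionine, ATP and bulk E. coli tRNA.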
# Scp-1 inhibitor: Scp-1 phosphatase inhibitors, primary screen, biochemical, colorimetric, uHTS; AID 493091, 2011; Recombinant Scp1, phosphopeptide, malachite green phosphate absorbance; inhibition, % at 20 µM; 0.88% of 340,000 active; Carboxy-terminal domain RNA polymerase II polypeptide A small phosphatase 1 (Homo …;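 active = inhibition above about 50% at 20 µM, limit read from the data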;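 note: plate controls were DMSO wells with enzyme for no effect and wells lacking enzyme for full effect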
#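 Test system: SCP-1 catalytic domain; Buffer or medium: Acidic Tris acetate buffer with magnesium and detergent; Also added: Phosphorylated 17-residue peptide substrate; Compound: single 20 µM dose, 1% DMSO; Schedule: enzyme reaction 45 min at room temperature, colour 5 min, stabilisation 30 min; Signal: Phosphate-binding colour reagent, absorbance read at 630 nm.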
# STEP inh: STEP phosphatase inhibitors, primary screen, biochemical, fluorescence intensity, uHTS; 0.25% of 360,000 active; inhibition, % at 20 µM; recombinant STEP, OMFP fluorogenic substrate; Tyrosine-protein phosphatase non-receptor type 5 (Homo sapiens), P54829;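 active = inhibition at 20 µM, scaled per plate between control wells, above about 37%, limit read from the data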;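 note: 0% = DMSO with enzyme and substrate and 100% = substrate only without enzyme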
#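 medium = Bis-Tris buffer pH 6.0, 2.5 mM DTT, 0.005% Tween 20 | test system = STEP (striatal-enriched tyrosine phosphatase) enzyme, cell-free | measure = normalized % inhibition | compound dosing = 20 µM, 1% DMSO | also added = 25 µM OMFP | schedule = reaction 20 min, ambient temperature | measured by = fluorescence read at 480 nm ex / 540 nm em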
# SUMO1-SIM PPI: modulators of SUMO1 protein-protein interactions, primary screen, biochemical, uHTS; Small ubiquitin-related modifier 1 (Homo sapiens), P63165; 0.33% of 360,000 active; AID 602429, 2012; SUMO1 binding to a labelled peptide, TR-FRET, 1 h; inhibition, % at 20 µM; in the data active = inhibition above about 37%
# Target sequence (P63165 whole entry, looked up): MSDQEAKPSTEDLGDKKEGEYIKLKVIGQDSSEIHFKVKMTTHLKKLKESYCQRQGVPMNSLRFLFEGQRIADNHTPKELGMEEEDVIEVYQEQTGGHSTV
# CendR NRP1 mod: modulators of CendR peptide binding to NRP-1, primary screen, biochemical, fluorescence polarization, uHTS. Neuropilin-1 (Homo sapiens), O14786. inhibition, % at 25 µM. FAM-RPARPAR peptide binding to NRP-1. 0.85% of 360,000 active;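 active = inhibition or corrected inhibition above about 18%, plus a signal ratio from 0.5 to 1.5, limit read from the data, passing the limit was not always enough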; note: strong numbers were not always called active
# Target sequence (O14786 whole entry, looked up): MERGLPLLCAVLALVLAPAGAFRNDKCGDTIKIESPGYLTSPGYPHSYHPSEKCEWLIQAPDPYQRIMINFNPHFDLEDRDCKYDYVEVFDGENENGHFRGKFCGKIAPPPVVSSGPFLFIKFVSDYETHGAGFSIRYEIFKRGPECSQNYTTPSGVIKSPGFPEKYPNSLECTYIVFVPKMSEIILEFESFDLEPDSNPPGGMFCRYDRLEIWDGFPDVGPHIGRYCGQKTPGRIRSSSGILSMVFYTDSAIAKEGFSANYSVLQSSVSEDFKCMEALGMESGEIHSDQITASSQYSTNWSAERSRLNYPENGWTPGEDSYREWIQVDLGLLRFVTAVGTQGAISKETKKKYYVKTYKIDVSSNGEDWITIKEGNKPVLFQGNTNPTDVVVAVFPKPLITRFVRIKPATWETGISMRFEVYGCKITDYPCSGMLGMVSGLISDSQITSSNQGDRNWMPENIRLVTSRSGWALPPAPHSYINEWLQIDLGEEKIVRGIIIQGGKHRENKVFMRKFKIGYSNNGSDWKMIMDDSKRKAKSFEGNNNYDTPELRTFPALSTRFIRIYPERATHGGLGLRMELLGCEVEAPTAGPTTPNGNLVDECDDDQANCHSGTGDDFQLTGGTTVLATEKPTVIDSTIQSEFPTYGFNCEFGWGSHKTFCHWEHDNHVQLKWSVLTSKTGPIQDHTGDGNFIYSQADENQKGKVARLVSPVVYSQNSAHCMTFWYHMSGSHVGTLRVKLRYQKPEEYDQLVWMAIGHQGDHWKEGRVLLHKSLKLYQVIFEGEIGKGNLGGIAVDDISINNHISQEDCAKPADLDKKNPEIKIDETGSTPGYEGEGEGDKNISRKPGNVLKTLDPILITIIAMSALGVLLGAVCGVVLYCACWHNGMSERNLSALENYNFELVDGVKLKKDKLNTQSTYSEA
# LMPTP block: LMPTP phosphatase inhibitors, primary screen, biochemical, fluorescence intensity, uHTS. Low molecular weight phosphotyrosine protein phosphatase (Homo sapiens), P24666. recombinant LMPTP-A, OMFP fluorogenic substrate. inhibition, % at 20 µM. 0.22% of 360,000 active. AID 651560, 2012;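 active = compounds that cut the enzyme signal by at least half of the control window in the single-dose screen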;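 note: plate controls were DMSO wells with enzyme plus substrate for no effect and substrate without enzyme for full effect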
#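 test system = LMPTP-A | amount = 0.625 nM LMPTP-A final | reagent = fluorogenic phosphatase substrate OMFP at 400 µM final | incubation = 50 min at room temperature | benchmarks = no-enzyme low control, uninhibited high control | medium = Bis-Tris pH 6.0, DTT, detergent | signal = fluorescence intensity of OMFP turnover product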
# Starred values were filed as active, the others as inactive; i = inactive; nt = not tested or not shown.
SMILES,SKN-1 inh,Neddylation inh,DNMT1 block,NadD block,Tb MetRS inh,Scp-1 inhibitor,STEP inh,SUMO1-SIM PPI,CendR NRP1 mod,LMPTP block
Cc1ccc(S(=O)(=O)NC(=O)C2(C)CCN2C(=O)CC2CCCC2)cc1 (centres undefined),14,i,2,2,0.4,nt,-3,5,0,-0.7
O=C(Nc1ccc(N2CCOCC2)c(S(=O)(=O)Nc2ccccc2Cl)c1)c1ccc(F)cc1,-10,i,1,0,-0.2,-15,-1,6,0,3.2
COC(=O)C1=C(C)NC2=C(C(=O)c3ccccc32)C1c1ccc(-c2ccc(C(=O)O)cc2)o1 (centres undefined),-42,i,-17,17,0.6,-7,-1,10,-126,3.3
CCOc1cc(N2CCOCC2)c(OCC)cc1NC(=O)c1cccc(S(=O)(=O)N2CC(C)OC(C)C2)c1 (centres undefined),2,i,4,0,-0.1,nt,0,-1,6,-0.6
CCn1cc(S(=O)(=O)CC(=O)Nc2ccc3c(c2)OCO3)c2ccccc21,8,i,0,-6,-0.4,-4,1,4,2,-1.3
CCN(CC)S(=O)(=O)c1ccc2[nH]c(=O)cc(C(=O)Nc3cccc(C(C)=O)c3)c2c1,-18,i,-1,2,0.7,-11,-1,0,-3,-0.8
CCCN(CCC)CCNC(=O)C1CCCN(S(=O)(=O)c2ccc3c(c2)oc(=O)n3C)C1 (centres undefined),-11,i,-1,0,-0.1,-4,-1,0,2,-2.1
CCNC(=O)CC1SC(=Nc2ccc(C)cc2)N(CC)C1=O (centres undefined),6,i,-1,-4,0.1,-5,-1,1,16,0.1
COc1cccc(OCc2cc(C(=O)N(C)CCOc3ccc(C)cc3)no2)c1,-9,i,-1,-7,-0.2,55*,4,-1,4,4.4
CCc1c(O)cc2n(c1=O)-c1ccc(Cl)cc1C2(C)C,7,i,2,-3,-0.3,-8,-4,-2,-9,0.3
O=C(c1ccccc1Cl)N1CCC(n2cccc2)CC1,1,i,2,1,-0.1,-4,0,3,-3,-1.8
COCCn1c(SCC(=O)Nc2ccccc2OC)nc2ccccc2c1=O,-14,i,-2,-3,-0.5,-10,-1,-2,3,-0.5
O=C(NCc1ccncc1)c1cccc(Cn2cc(Br)cn2)c1,-8,i,6,-8,-1.2,-13,-3,0,4,-3.3
CCCn1c(SCC(=O)Nc2ccc(Cl)cc2F)nc(O)cc1=O,25,i,1,-1,-0.3,-7,3,11,-7,-0.2
COc1cccc(N(C(=O)Cn2nnc(-c3ccc(C)o3)n2)C(C(=O)NC2CCCC2)c2ccncc2)c1 (centres undefined),8,i,6,0,-0.2,-5,0,-2,-4,-0.2
COC(=O)C1=C(C)N(Cc2ccccc2)C(=NCC(C)C)N[C@H]1c1cccc(C(F)(F)F)c1,-2,i,0,4,-0.3,28,-2,-9,5,-0.5

# Only Tb MetRS inh (5 entries from above):
structure	Tb MetRS inh
CCN(CC)S(=O)(=O)c1ccc2[nH]c(=O)cc(C(=O)Nc3cccc(C(C)=O)c3)c2c1	0.7
CCOc1cc(N2CCOCC2)c(OCC)cc1NC(=O)c1cccc(S(=O)(=O)N2CC(C)OC(C)C2)c1 (centres undefined)	-0.1
COCCn1c(SCC(=O)Nc2ccccc2OC)nc2ccccc2c1=O	-0.5
CCn1cc(S(=O)(=O)CC(=O)Nc2ccc3c(c2)OCO3)c2ccccc21	-0.4
O=C(Nc1ccc(N2CCOCC2)c(S(=O)(=O)Nc2ccccc2Cl)c1)c1ccc(F)cc1	-0.2

# Record cards, from the list above.
# `CCCn1c(SCC(=O)Nc2ccc(Cl)cc2F)nc(O)cc1=O` is listed with SKN-1 inh = 25; Neddylation inh = i; DNMT1 block = 1; NadD block = -1; Tb MetRS inh = -0.3; Scp-1 inhibitor = -7; STEP inh = 3; SUMO1-SIM PPI = 11; CendR NRP1 mod = -7; LMPTP block = -0.2
# `O=C(NCc1ccncc1)c1cccc(Cn2cc(Br)cn2)c1` is listed with SKN-1 inh = -8; Neddylation inh = i; DNMT1 block = 6; NadD block = -8; Tb MetRS inh = -1.2; Scp-1 inhibitor = -13; STEP inh = -3; SUMO1-SIM PPI = 0; CendR NRP1 mod = 4; LMPTP block = -3.3

# More results follow:
SMILES,SKN-1 inh,Neddylation inh,DNMT1 block,NadD block,Tb MetRS inh,Scp-1 inhibitor,STEP inh,SUMO1-SIM PPI,CendR NRP1 mod,LMPTP block
Cc1nnc(SCC(=O)Nc2cc(Cl)ccc2Cl)n1CC1CCCO1 (centres undefined),16,i,1,-9,0.2,0,-2,2,6,-0.9
Cc1cccc(OCCCC(=O)O)c1,19,i,-1,2,-0.2,-11,-2,-1,11,-1.6
CCS(=O)(=O)N1CCC(C(=O)NCCc2ccc(C)cc2)CC1,0,i,-1,-2,-0.8,-3,-3,5,0,-0.4
NC(Cc1c[nH]c2ccc(OCc3ccccc3)cc12)C(=O)O (centres undefined),6,i,-12,2,-0.8,-2,-1,-1,-1,1.0
CCOC(=O)c1sc2nc(CC(=O)OC)nc(NCc3ccco3)c2c1C,4,i,-11,11,-0.5,-4,2,15,-85,3.0
CN1CCN(/C(=N\O)c2nonc2N)CC1,-7,i,3,7,-0.7,-6,-2,0,2,-2.4
CCN(CC)S(=O)(=O)c1cc(NS(=O)(=O)c2ccc(Cl)c(C(=O)O)c2)ccc1C,-5,i,1,-6,-0.1,-16,4,6,6,-0.2
Cc1cccc(N(CC(=O)NC2CCCC2)C(=O)CNC(=O)c2ccco2)c1C,0,i,-4,-5,-0.5,-6,-2,5,14,-1.1
CCOc1ccc(CCN2C(=S)N([C@@H](Cc3ccc(O)cc3)CN3CCC[C@@H]3CN3C(=S)NC[C@@H]3Cc3ccc(O)cc3)C[C@@H]2Cc2ccc(O)cc2)cc1,7,i,nt,36*,-0.7,nt,nt,-1,-2,2.6
COC(=O)c1c(-c2ccccc2)csc1NC(=O)C1CC=CCC1C(=O)O (centres undefined),-4,i,6,0,-0.3,1,0,2,1,1.9
O=C1CCCC(c2ccccc2)N1 (centres undefined),5,i,0,-6,-0.6,-1,-3,0,6,-1.3
CCOC(=O)C1CCCN(CC(=O)Nc2cc(C)cc(C)c2)C1 (centres undefined),-9,i,1,0,-0.1,1,-3,2,3,-0.9
COc1ccc(CNC(=O)/C=C/c2cc3c(cc2Br)OCO3)cc1,8,i,2,-3,-0.5,-16,-2,0,-3,0.3
COCCN(C(=O)CCC(=O)Nc1cccnc1)C(C(=O)NC1CCCCC1)c1ccccc1 (centres undefined),15,i,-3,2,-0.9,6,0,4,1,-0.5
Cc1occc1-c1nnc(SCC(=O)Nc2ccc(F)cc2)n1C,11,i,-1,0,-0.8,3,-3,0,-10,0.0
COc1cc(Br)ccc1NC(=O)c1ccccc1-c1ccccc1C(=O)O,1,i,1,-12,-0.2,-17,3,2,-2,-0.7

# Records listed above that bear a hit mark in Scp-1 inhibitor.
structure,SKN-1 inh,Neddylation inh,DNMT1 block,NadD block,Tb MetRS inh,Scp-1 inhibitor,SUMO1-SIM PPI,CendR NRP1 mod,LMPTP block
COc1cccc(OCc2cc(C(=O)N(C)CCOc3ccc(C)cc3)no2)c1,-9,i,-1,-7,-0.2,55*,-1,4,4.4

# Other compounds
SMILES,SKN-1 inh,Neddylation inh,DNMT1 block,NadD block,Tb MetRS inh,Scp-1 inhibitor,STEP inh,SUMO1-SIM PPI,CendR NRP1 mod,LMPTP block
COc1ccc(CCN(Cc2cccs2)S(=O)(=O)c2ccc(S(=O)(=O)N3CCCCCC3)cc2)cc1OC,1,i,2,-7,0.4,-5,1,0,-5,1.3
COc1ccc(OCC(=O)Nc2ccccc2N2CCN(C)CC2)cc1,1,i,2,2,-0.3,-5,-2,-1,17,-0.1
O=C(Nc1ccc(-c2cccc(F)c2)cc1)C1CCCN(Cc2ccccn2)C1 (centres undefined),19,i,10,-11,-0.3,-2,0,-3,16,0.7
COC(=O)c1ccc(NC(=O)C2CCCN2S(=O)(=O)c2ccc(F)cc2)cc1 (centres undefined),6,i,-1,-3,-0.4,-11,-1,1,8,-0.5
Cc1ccc(O)c(-c2cc(-c3ccccc3F)[nH]n2)c1,-21,i,-8,-5,0.0,9,-2,3,-3,2.6

# Pulled by compound from above (2):
SMILES,SKN-1 inh,Neddylation inh,DNMT1 block,NadD block,Tb MetRS inh,Scp-1 inhibitor,STEP inh,SUMO1-SIM PPI,CendR NRP1 mod,LMPTP block
COC(=O)c1ccc(NC(=O)C2CCCN2S(=O)(=O)c2ccc(F)cc2)cc1 (centres undefined),6,i,-1,-3,-0.4,-11,-1,1,8,-0.5
COc1ccc(OCC(=O)Nc2ccccc2N2CCN(C)CC2)cc1,1,i,2,2,-0.3,-5,-2,-1,17,-0.1

# Source: PubChem (several laboratories)
